# High-throughput results: PubChem BioAssay, several laboratories
# PPARg SRC1 recr – PPARgamma-driven SRC-1 recruitment agonism; P37231; PPARgamma-SRC-1 coactivator recruitment biochemical assay; activation, % at 8 µM; actives 0.41% (n = 200,000); AID 631; in the data active = activation above about 19%;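 note: 0% = DMSO and 100% = reference agonist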
# Target sequence (P37231 whole entry, looked up): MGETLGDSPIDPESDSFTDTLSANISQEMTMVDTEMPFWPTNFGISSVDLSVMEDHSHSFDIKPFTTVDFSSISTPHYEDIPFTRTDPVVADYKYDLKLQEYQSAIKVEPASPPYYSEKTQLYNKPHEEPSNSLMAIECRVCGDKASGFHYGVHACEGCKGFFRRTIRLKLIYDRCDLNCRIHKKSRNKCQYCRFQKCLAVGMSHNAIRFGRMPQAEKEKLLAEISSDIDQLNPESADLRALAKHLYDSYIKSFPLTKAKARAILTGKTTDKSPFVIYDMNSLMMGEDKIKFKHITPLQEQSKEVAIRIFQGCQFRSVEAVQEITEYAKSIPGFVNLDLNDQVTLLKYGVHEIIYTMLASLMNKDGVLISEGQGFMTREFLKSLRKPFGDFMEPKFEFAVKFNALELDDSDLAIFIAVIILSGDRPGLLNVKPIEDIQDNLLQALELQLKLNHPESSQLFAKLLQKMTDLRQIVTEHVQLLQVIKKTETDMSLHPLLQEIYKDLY
# TNAP act hi DEA – activators of human TNAP at high phosphate acceptor concentration; AID 1136; activation factor at 20 µM; purified TNAP, CDP-star luminescence, 1 M DEA, 30 min; stronger effect = higher value; 0 = EDTA background, 1 = DMSO-only activity; P05186; 200,000 tested, under 10 active;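 active = activation factor at least 2 at 20 µM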
# Target sequence (P05186 whole entry, looked up): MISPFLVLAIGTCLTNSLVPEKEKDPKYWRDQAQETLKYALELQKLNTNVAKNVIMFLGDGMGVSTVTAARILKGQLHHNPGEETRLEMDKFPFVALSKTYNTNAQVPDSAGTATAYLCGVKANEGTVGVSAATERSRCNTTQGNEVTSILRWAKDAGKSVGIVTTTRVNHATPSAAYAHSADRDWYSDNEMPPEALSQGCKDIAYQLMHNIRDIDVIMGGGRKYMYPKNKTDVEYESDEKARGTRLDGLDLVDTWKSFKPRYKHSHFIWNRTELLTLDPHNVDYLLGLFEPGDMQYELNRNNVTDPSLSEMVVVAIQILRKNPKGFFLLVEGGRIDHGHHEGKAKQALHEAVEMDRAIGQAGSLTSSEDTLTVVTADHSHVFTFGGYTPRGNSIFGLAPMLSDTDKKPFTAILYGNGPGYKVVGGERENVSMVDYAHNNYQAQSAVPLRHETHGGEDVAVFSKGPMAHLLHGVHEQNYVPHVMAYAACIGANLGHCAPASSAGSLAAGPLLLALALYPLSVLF
#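 system = human TNAP | amount = enzyme diluted 1/800 final | reagent = 100 µM CDP-star substrate | signal = luminescent substrate turnover signal | dosing = one dose, 20 µM | benchmarks = EDTA negative control, DMSO positive control | measure = activation factor | timing = 30 min reaction, room temperature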
# TR-FRET SRC-2 ct – TR-FRET artefact, counter-screen to PPARgamma/SRC-2 agonist assay; stronger effect = higher value; TR-FRET ratio at 8 µM; actives 0.4% (n = 200,000); AID 1049; in the data active = TR-FRET ratio above about 2000; note: inactives centre near 1500
# PPARg SRC-3 ag – promotes SRC-3 coactivator recruitment by human PPARgamma | actives 0.26% (n = 200,000) | activation, % at 8 µM | AID 731 | biochemical PPARgamma/SRC-3 coactivator recruitment assay; in the data active = activation above about 23%;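 note: 0% = DMSO and 100% = reference agonist; some compounds past the cut are filed as inactive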
# ROMK mod – modulators of human ROMK potassium channel; P48048; Tet-inducible ROMK, thallium flux fluorescence; actives lie on both sides; B-score at 10 µM; actives 2% (n = 130,000);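 active = signal ratio slope over the read window, or its plate-corrected B-score, at least 3 SD from the plate mean, either direction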;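 note: B-score of the F/F0 ratio slope over 7 to 12 s after thallium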
# PPARg SRC2 recr – agonists of SRC-2 recruitment by human PPARgamma. PPARgamma LBD-SRC-2 recruitment, biochemical. P37231. actives 0.34% (n = 200,000). AID 1032. activation, % at 8 µM; in the data active = activation above about 22%;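 note: 0% = vehicle and 100% = reference agonist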
# STAT1 blocker – reduces IFN-gamma driven STAT1 reporter signal; NIH 3T3 STAT1-luciferase reporter, luminescence; inhibition, % at 5.5 µM; actives 0.35% (n = 200,000); AID 920;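 active = inhibition above a set limit, the mean inhibition across all tested compounds plus 3 SD, cut at about 34% in these data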;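 note: 0% = IFN-gamma with DMSO and 100% = IFN-gamma with 300 µM nifuroxazide; values of inactives mirror those of a sister screen read the other way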
# bIAP inh – intestinal alkaline phosphatase (bovine) inhibition; purified bovine IAP, CDP-star luminescence, 30 min; inhibition, % at 20 µM; 190,000 tested, under 10 active;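 active = over 50% inhibition of intestinal alkaline phosphatase at 20 µM in the single-dose screen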
#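 System: purified bovine intestinal alkaline phosphatase (IAP) enzyme; Input: IAP diluted 1/65,000,000 in the well; Measured by: CDP-star luminescence signal; Compound dosing: 20 µM single dose; Incubation: 30 min reaction at room temperature.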
# bIAP activator – increases bovine intestinal alkaline phosphatase activity; purified bovine IAP, CDP-star luminescence, 30 min; stronger effect = higher value; fold of DMSO-control signal, blank-subtracted; activation factor at 20 µM; actives 0.17% (n = 200,000); AID 1016;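 active = activation factor of 2 or more at 20 µM, a signal rise over negative controls twice the positive control's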
# STAT3 inh – reduces IL-6 driven STAT3 reporter signal | U3A cells, IL-6 STAT3-luciferase reporter, luminescence; host cell line lacks STAT1 | inhibition, % at 5.5 µM | actives 0.89% (n = 190,000) | AID 862;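 active = inhibition above the mean inhibition across all screened compounds plus 3 SD, cut at about 44% in these data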;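 note: 0% = DMSO only wells and 100% = 100 µM nifuroxazide control wells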
# STAT3 activator – activators of IL-6 induced STAT3 signaling; U3A cells, IL-6 STAT3-luciferase reporter, luminescence; 100% = signal with IL-6 EC80 alone; activation (% of control), % at 5.6 µM; actives 0.91% (n = 190,000); AID 871;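 active = activation above the screen-wide mean of compound activation plus 3 SD, cut at about 130% in these data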;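 note: 0% = background luminescence of wells with medium and substrate only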
#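 Test system: Human STAT1-deficient U3A cells with stable STAT3-luciferase reporter | Also added: Interleukin-6, 33 ng/mL | Timing: Compound pre-incubation 1 h before IL-6, then 6 h stimulation at 37 °C | Technique: Luciferase reporter luminescence | Read-out: Percent of IL-6-only median luminescence | Benchmarks: IL-6-only wells as 100% reference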
# Active calls of the source: *; nt = no result given. Compounds as they come (roughly 3.7% active in at least one column).
SMILES,PPARg SRC1 recr,TNAP act hi DEA,TR-FRET SRC-2 ct,PPARg SRC-3 ag,ROMK mod,PPARg SRC2 recr,STAT1 blocker,bIAP inh,bIAP activator,STAT3 inh,STAT3 activator
CC(C)CC(NC(N)=O)C(=O)NCc1ccc(Cl)cc1 (centres undefined),9,1,1673,5,0.66,2,-5,14,0.9,-5,106
COc1ccc(/C=N/NC(=O)c2[nH]nc3c2CCc2ccccc2-3)cc1OC,-2,1,1600,4,2.3,5,-7,1,1,0,102
COc1ccc(NS(=O)(=O)c2cccc(NC(=O)CCS(=O)(=O)c3ccccc3)c2)cc1,1,1,1618,6,nt,-1,7,-2,1,8,93
CCN(CC)c1nc(C#N)nc(N(CC)CC)n1,-7,1,1431,-3,nt,-6,6,18,0.8,18,90
O=C1c2ccccc2C(Nc2cccc(C(F)(F)F)c2)N1Cc1ccco1 (centres undefined),-8,1,1414,2,nt,0,17,3,1,5,100
O=S(=O)(c1ccc(NC(=S)N/N=C/c2c3ccccc3cc3ccccc23)cc1)N1CCOCC1,-6,1,1561,3,-1.8,5,-11,0,1,0,106
O=C1CCCc2c1cc(C(=O)Nc1ccc(Cl)cn1)c(=O)n2-c1ccccc1,-2,1,1504,-15,-0.19,2,-1,17,0.8,12,92
CCOc1cc(NC(=S)NCCCN2CCOCC2)c(OCC)cc1NC(=O)c1cccc(F)c1,-5,1,1476,-4,0.85,-3,7,4,1,8,95
OCc1cc(CO)c(O)c(CCc2ccccc2)n1,0,1.1,1721,-5,-0.095,-5,-5,-4,1,-6,105
c1ccc(-c2nnc(N3CCOCC3)nc2-c2ccccc2)cc1,-5,1.1,1801,7,-0.67,5,8,9,0.9,-8,111
COCCn1c(C)cc(C(=O)COC(=O)CCN2C(=O)c3ccccc3C2=O)c1C,-6,1,1395,4,0.033,4,1,10,0.9,31,76
CCCCn1c(=O)[nH]c2nc3cc(N)ccc3nc2c1=O,3,0.8,1536,-1,nt,2,-26,13,0.9,-7,101
Cc1ccc(NC(=S)N2CCOCC2)cc1,0,1,1494,-1,nt,-4,2,-7,1.1,-6,106
CCOC(=O)c1sc2nc3n(c(=O)c2c1C)CCCCC3,-5,1.1,1464,-5,-0.99,-1,-36,6,0.9,18,91
CC(C)C(=O)Nc1cccc(C(=O)Nc2ccccc2C(=O)O)c1,6,1,1617,4,0.021,6,14,2,1,12,96
O=S(=O)(/C=C/c1ccccc1)Nc1cccc(S(=O)(=O)NC2=NCCC2)c1,8,1.1,1620,3,-0.8,5,6,-32,1.3,0,101
CCOC(=O)c1c(NC(=O)COC)sc(C(C)=O)c1C,6,1,1544,14,nt,5,2,11,0.9,8,95
CCCCn1nc2cc(C(=O)N(CC)c3ccc(OC)cc3)ccc2c1OCC,-2,1.1,1571,0,nt,1,6,12,0.9,-5,109
Brc1ccc(-c2nnc(-c3ccc4c(c3)OCO4)o2)o1,0,1,1660,1,nt,6,-17,4,1,26,82
COc1ccc(C(=O)Nc2ccc(NC(=O)c3cccs3)cc2)cc1Cl,9,1,1531,0,nt,0,-4,5,0.9,14,90
O=C(CCSCCC(=O)N1CCCC1)N1CCCC1,10,1,1684,18,nt,5,-8,0,1,-26,122
Cc1nn(C(=O)c2ccc3c(c2)OCO3)c(N)c1-c1ccccc1,10,1,1370,1,nt,8,-27,15,0.9,6,100
CC(=O)c1ccccc1OC(=O)c1ccco1,-4,1,1519,-1,nt,0,6,7,0.9,1,102
Cc1ccc2nc(-c3ccc(SCC(=O)Nc4ccc5c(c4)OCCO5)nc3)[nH]c2c1,1,1,1572,9,0.21,-7,-14,10,0.9,-8,116
CC(=O)NCCN=Cc1sc2ccccc2c1O,-2,1,1577,7,0.0017,4,-11,4,1,-4,110
CN1CCN(CCC(=O)Nc2ccc(OCc3ccccc3)cc2)CC1,3,1,1478,14,nt,2,-14,-1,1,5,102
CC(=O)c1c(C)[nH]c(C(=O)CSc2nnc3ccccn23)c1C,4,1,1512,-1,0.15,-2,-17,9,0.9,-5,108
CCOc1cc(C(=O)N/N=C/C(Br)=C/c2ccccc2)cc(OCC)c1OCC,-1,1,1387,3,nt,3,3,-11,1.1,-14,110
COc1cc(C(=O)Nc2c(C)cc(C)cc2C)c(Br)c(OC)c1OC,-6,1.1,1474,-3,-0.91,4,-6,-28,1.3,0,103
CC(=O)N(c1ccc2oc(=O)sc2c1)S(=O)(=O)c1cccs1,0,1,1576,1,-0.23,0,0,22,0.8,-6,107
COc1ccc(Cl)cc1N(C)C(=O)CCNC(=O)Cn1cnc2ccccc2c1=O,2,1,1700,1,nt,3,1,0,1,6,99
O=C(NCc1ccccc1)C12CC3CC(CC(C3)C1)C2,1,1,1600,-3,1,7,-8,10,0.9,4,103
CCN(CC)C(=O)c1ccc(O)c(OC)c1,13,1,1471,3,nt,8,2,11,0.9,-3,105
CC(=O)Nc1ccc(/C=N/NC(=S)NC(C)C)cc1,-2,1,1629,3,-0.32,-1,-3,1,1,11,97
CCOc1ccc(CNC(=O)c2ccc(Sc3ccc(Cl)cc3)c(NC(C)=O)c2)cc1,-7,1.1,1363,0,-1,1,2,9,0.9,-11,109
COc1cc2c(cc1NC(=O)C(c1ccccc1)c1ccccc1)CCCC2,8,1,1593,6,-0.59,3,-6,33,0.7,-5,105
CC(=O)Oc1ccc2occ(C(=O)c3cccs3)c2c1,3,1,1516,5,-0.33,5,-4,9,0.9,6,100
CC1(C)OC(=O)C(=CNn2cnc3ccccc3c2=O)C(=O)O1,0,1,1669,3,nt,2,-12,-8,1.1,1,103
CC1(C)Oc2ccc3ccc(=O)oc3c2/C(=C/NC2CCCCC2)C1=O,7,1,1552,3,nt,1,1,-3,1,8,94
CC(=O)Oc1ccc(CCC(C)OC(C)=O)cc1 (centres undefined),5,1,1401,-7,nt,3,-7,5,1,3,102
COc1cccc(CNC(=O)C2CCN(S(=O)(=O)N3CCC4(CC3)OCCO4)CC2)c1,2,1,1785,-1,-0.55,-1,-2,2,1,0,103
C/C(=N\NC(=O)c1nonc1N)c1cccs1,5,1,1763,2,nt,3,-22,22,0.8,3,100
COc1cc(C)c(N)cc1C(C)C,-1,1,1586,11,nt,2,1,12,0.9,2,102
CCc1cccc(CC)c1NC(=O)Cn1c(-c2ccc(F)cc2)noc1=O,1,1,1410,1,1.1,8,-2,6,0.9,0,107
Cc1ccc(CN2CCN(Cc3cccc4c3OCO4)CC2CCO)cc1 (centres undefined),9,1,1660,-2,-0.98,0,-10,-5,1.1,17,95
C/C(=N\NC(=O)c1nn(C)cc1Br)c1ccncc1,4,1,1635,3,-1.2,-2,-15,49,0.5,6,94
Cc1cccc(OCc2nnc(SCC(=O)Nc3sc(C)c(C)c3C#N)n2C)c1,4,1,1834,4,1.3,2,8,12,0.9,7,99
COc1ccc(CN(C(=O)c2oc3ccccc3c2C)C2CCS(=O)(=O)C2)cc1 (centres undefined),4,1,1574,1,nt,0,-7,3,1,3,100
CCOc1ccc(/C=N/Nc2ccccn2)cc1,5,1,1535,6,-0.055,8,-8,14,0.9,50*,61
Cc1ccnc(NC(=O)CCc2c(C)nc3ncnn3c2C)c1,9,1,1603,3,nt,11,1,0,1,9,96
COc1cc(S(=O)(=O)NC2CCCC2)ccc1Cl,0,1.1,1595,10,0.29,-5,0,35,0.6,2,101
CC1(C)CC(=O)C(CC(=O)N2CCC(Cc3ccccc3)CC2)C(=O)C1,9,1,1741,-1,-0.22,3,-1,-7,1.1,9,96
COc1cc(/C=C2\SC(=S)N(Nc3ccccc3)C2=O)cc(OC)c1OC,-2,1,1342,-10,-1.3,-6,-1,7,0.9,14,95
Fc1ccc(Cn2nnnc2CN2CCc3ccccc3C2)cc1,-1,1,1445,-5,nt,1,-7,-5,1,6,101
CCCCCCSc1nsc(NC(=O)CCC)n1,-1,1,1572,-4,0.23,-8,-5,-41,1.4,2,102
O=C(NCCCN1CCOCC1)C(=O)N/N=C/c1c2ccccc2cc2ccccc12,13,1.1,1736,9,-1.2,1,-11,3,1,-5,102
COC(=O)C1=C(C)NC(=O)/C1=C\c1cc(C)n(-c2ccccc2C)c1C,1,1.1,1581,7,0.32,8,4,17,0.8,6,95
COc1cc(NC(=O)c2ccc(C)cc2)c(OC)cc1NC(=O)CN1CCCCC1,9,1,1539,2,nt,13,-3,4,1,-5,108
CC1=CC2=NC(=O)/C(=C\c3cccn3CCOc3cc(C)cc(C)c3)C(=N)N2O1,10,1,1563,4,-0.58,5,13,0,1,2,97
Cc1c(N=C2C(=O)Nc3ccccc32)c(=O)n(-c2ccccc2)n1C,6,0.9,1782,9,nt,13,2,27,0.7,-2,110

# Further compounds.
SMILES,PPARg SRC1 recr,TNAP act hi DEA,TR-FRET SRC-2 ct,PPARg SRC-3 ag,ROMK mod,PPARg SRC2 recr,STAT1 blocker,bIAP inh,bIAP activator,STAT3 inh,STAT3 activator
COCCNS(=O)(=O)c1ccc2c3c(cccc13)C(=O)N2C,4,1.1,1640,1,-0.068,2,8,-6,1.1,15,91
CC(C)(O)P(C)(=O)c1ccccc1 (centres undefined),-2,1,1584,16,nt,4,1,14,0.9,9,97
CCOC(=O)c1[nH]c2ccc(OC)cc2c1NC(=S)N1CCN(c2ccccc2OC)CC1,6,1,1470,3,nt,11,-12,26,0.7,-1,103
Cc1nn(-c2ccccc2)c(=S)c2ccccc12,-12,1,1597,0,nt,-9,9,-19,1.2,9,93
COc1ccc(NC(=O)CSc2nnc(C3CCCCC3)o2)c(OC)c1,-8,1,1477,-6,nt,-2,0,-8,1.1,8,97
N/C(Cc1cccs1)=N\OC(=O)COc1ccccc1Cl,4,1,1569,2,-0.82,0,-19,30,0.7,14,93
CC(OC(=O)c1cccn1C)C(=O)Nc1ccc2c(c1)OCO2 (centres undefined),4,1,1472,-7,0,-8,8,-2,1,5,101
Cc1cc(C)n(-c2nc(N(c3ccccc3)c3ccccc3)nc(-n3nc(C)cc3C)n2)n1,5,1,1650,9,nt,12,-3,13,0.9,1,100
Cc1ccc(-c2nc(CS(=O)CC(=O)NCCN(CC(C)C)CC(C)C)c(C)o2)cc1 (centres undefined),0,1.1,1403,0,nt,-2,5,-18,1.2,10,94

# Just PPARg SRC-3 ag, bIAP activator and STAT3 inh, for some of the entries so far:
Compound,PPARg SRC-3 ag,bIAP activator,STAT3 inh
Cc1ccc(-c2nc(CS(=O)CC(=O)NCCN(CC(C)C)CC(C)C)c(C)o2)cc1 (centres undefined),0,1.2,10
N/C(Cc1cccs1)=N\OC(=O)COc1ccccc1Cl,2,0.7,14
